Source: PubChem
TRb SRC2 PPI: qHTS for Inhibitors of the Interaction of Thyroid Hormone Receptor and Steroid Receptor Coregulator 2. Thyroid hormone receptor beta (Homo sapiens), P10828. TRbeta-SRC2 peptide binding, fluorescence polarization; receptor liganded with 1 µM T3. Potency, µM (highest dose often 106 µM), for inactives: at the highest dose activity change, negative = inhibition, actives largely listed as inhibitors. 280,000 tested, 0.065% active;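 also: plate controls were bound peptide for no effect and peptide without receptor for full effect; nearly all actives have a fitted effect of over 50% in size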
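Assay buffer: 20 mM Tris-HCl, 100 mM NaCl, 10% glycerol, 1 mM EDTA, 0.01% NP-40, 1 mM DTT, 1 uM T3, 5% DMSO; TRb LBD 0.6 uM, Texas Red SRC2 20 nM; FP after 5 hr.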
RECQ1 helicase: qHTS Assay for Inhibitors of RecQ-Like Dna Helicase 1 (RECQ1); ATP-dependent DNA helicase Q1 (Homo sapiens), P46063; RECQ1 DNA unwinding, red fluorescence kinetic read; Potency, µM (top dose mostly 57.3 µM), for the others: at the top dose activity, negative = inhibition, usual class: inhibitors; 240,000 tested, 0.54% active;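 also: plate controls were vehicle for no effect and no enzyme for full effect; nearly all actives have a fitted effect of over 30% in size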
Target sequence (P46063 whole entry, looked up): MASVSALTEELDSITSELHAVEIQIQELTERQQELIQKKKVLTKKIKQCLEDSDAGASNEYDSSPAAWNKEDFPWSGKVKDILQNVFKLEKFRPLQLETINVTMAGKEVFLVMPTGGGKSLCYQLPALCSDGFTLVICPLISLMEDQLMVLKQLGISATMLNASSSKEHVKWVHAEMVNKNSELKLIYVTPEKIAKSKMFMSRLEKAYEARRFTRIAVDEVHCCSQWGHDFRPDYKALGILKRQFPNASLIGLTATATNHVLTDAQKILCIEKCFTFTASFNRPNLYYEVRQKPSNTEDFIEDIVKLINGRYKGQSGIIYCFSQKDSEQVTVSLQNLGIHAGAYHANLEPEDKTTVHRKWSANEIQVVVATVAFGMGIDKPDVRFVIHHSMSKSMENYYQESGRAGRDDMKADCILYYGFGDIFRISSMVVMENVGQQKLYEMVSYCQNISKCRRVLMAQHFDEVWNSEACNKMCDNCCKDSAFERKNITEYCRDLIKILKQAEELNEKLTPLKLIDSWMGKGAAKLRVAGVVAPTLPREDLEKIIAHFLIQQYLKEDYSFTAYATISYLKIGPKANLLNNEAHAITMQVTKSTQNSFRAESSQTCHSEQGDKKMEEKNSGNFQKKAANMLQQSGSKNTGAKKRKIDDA
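50 nM RECQ1T1 preincubated 15 min with compound in Tris pH 8.0 buffer with MgCl2, DTT, Tween-20 and 2.5 ug/ml poly(dI-dC); started with 200 nM TAMRA/BHQ-2 forked duplex and 2 mM ATP. Unwinding read as fluorescence (525/598 nm), two reads 2 h apart.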
RGS12 GoLoco inh: qHTS Assay for Inhibitors of RGS12 GoLoco Motif Activity (Red Fluorophore); Guanine nucleotide-binding protein G(i) subunit alpha-1 (Homo sapiens), P63096; Gai1:RGS12 GoLoco peptide FP, rhodamine, 10 min; Potency, µM (series often up to 61.6 µM), inactives show top-dose activity, negative = inhibition, hits mostly inhibitors; 230,000 tested, 0.44% active; AID 880, 2007; active = well fitted inhibition curve with a large enough effect, not every such curve was filed as active; inactive = no such curve, though single readings can be large or run the other way; also: nearly all actives have a fitted effect of over 30% in size; many of its hits are not listed in these tables
Target sequence (P63096 whole entry, looked up): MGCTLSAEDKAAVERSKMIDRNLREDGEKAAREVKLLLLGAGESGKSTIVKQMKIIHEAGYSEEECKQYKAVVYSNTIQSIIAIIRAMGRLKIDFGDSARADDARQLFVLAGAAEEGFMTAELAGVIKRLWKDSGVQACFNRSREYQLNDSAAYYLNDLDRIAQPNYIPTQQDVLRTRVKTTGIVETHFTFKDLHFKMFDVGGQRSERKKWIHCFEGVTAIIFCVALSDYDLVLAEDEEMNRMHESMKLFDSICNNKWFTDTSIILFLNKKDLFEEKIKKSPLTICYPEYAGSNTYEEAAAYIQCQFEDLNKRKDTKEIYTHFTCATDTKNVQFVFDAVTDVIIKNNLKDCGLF
TexasRed fluor: Total Fluorescence Counterscreen for Inhibitors of the Interaction of Thyroid Hormone Receptor and Steroid Receptor Coregulator 2 | TRb/SRC2 Texas Red total fluorescence interference | Potency, µM (series often up to 106 µM), for the others: at the top dose fluorescence change, negative = quenching | 280,000 tested, 0.29% active | AID 1479, 2009; active = well fitted curve in either direction with a large enough effect; inconclusive = small, poorly fitted or top-dose-only effect
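Human TRb ligand-binding domain at 0.6 uM with 20 nM Texas Red SRC2 peptide in Tris buffer containing 1 uM T3 and 5% DMSO, incubated with compound 5 h at ambient temperature. Total fluorescence (555/632 nm) calculated as parallel + 2 × perpendicular.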
L3MBTL1 inh: qHTS Assay for the Inhibitors of L3MBTL1; Lethal(3)malignant brain tumor-like protein 1 (Homo sapiens), Q9Y468; AlphaScreen L3MBTL1–H3K9me1 peptide binding; Potency, µM (series often up to 57.1 µM), for inactives: top-dose activity, negative = inhibition, hits mostly inhibitors; 230,000 tested, 0.66% active; AID 485360, 2010; also: nearly all actives have a fitted effect of over 60% in size
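AlphaScreen proximity signal between nickel-chelate acceptor and streptavidin donor beads (final 10 ug/mL) reports binding of 50 nM L3MBTL1 to 75 nM biotin-H3 K9me1 peptide; complex incubated with compounds 30 min at room temperature; cefsulodin titration as control.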
GAA inhib: qHTS Assay for Inhibitors of Human alpha-Glucosidase as a Potential Chaperone Treatment of Pompe Disease; purified human GAA, 4-MU-alpha-glucoside fluorescence; Potency, µM (highest dose often 76.9 µM), for the others: top-dose activity change, negative = inhibition, hits mostly inhibitors; 200,000 tested, 0.005% active; AID 1466, 2008;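 also: plate controls were uninhibited enzyme wells for no effect and no-enzyme background for full effect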
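Enzyme (4 nM final) mixed with compound (up to 77 uM), then 4-MU-alpha-D-pyranoside (400 uM final) added; 20 min at room temperature, pH 5.0. Reaction stopped at pH 10, fluorescence read, AC50 derived by Hill fit.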
aGlu spleen mod: qHTS Assay for Inhibitors and Activators of Human alpha-Glucosidase From Spleen Homogenate | Lysosomal alpha-glucosidase (Homo sapiens), P10253 | AID 2112, 2009 | Potency, µM (highest dose often 79.9 µM), inactives show top-dose activity change, negative = inhibition, actives largely listed as inhibitors | 240,000 tested, 0.006% active | human spleen homogenate, 4-MU-alpha-glucoside fluorescence;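 also: 0% = enzyme with vehicle and -100% = no enzyme basal signal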
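AC50 values come from Hill-equation fits of concentration-response data, normalized to no-enzyme and full-activity controls. Enzyme source: 1 ug human spleen homogenate; 1 mM fluorogenic 4-MU glucoside, pH 5.0 citrate buffer, 37 C, 40 min.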
GAA glycogen mod: qHTS Assay for Inhibitors and Activators of Human alpha-Glucosidase Cleavage of Glycogen. recombinant GAA, glycogen substrate, Amplex Red glucose oxidase fluorescence. Potency, µM (doses to about 76.4 µM), for inactives: at the top dose activity change, negative = inhibition, hits mostly inhibitors. 300,000 tested, 0.38% active;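 also: 0% = full enzyme reaction and -100% = no-enzyme basal signal; the screen sought inhibitors and activators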
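Recombinant human alpha-glucosidase (4 nM final) hydrolysed bovine liver glycogen (30 ug) for 40 min at 37 C in pH 5.0 citrate/phosphate with 0.01% Tween-20. Released glucose detected by glucose oxidase/Amplex Red, Ex 573/Em 610 nm. Compounds up to 77 uM; AC50 from Hill fits.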
Starred values were filed as active, the others as inactive; i = inactive; ? = inconclusive; nt = not tested or not shown; [ ] = dose if it differs, or a comment. Unless noted, calls follow the shape of the dose curve; as a rule, active = well fitted curve in the direction sought with a large enough effect; inconclusive = small, poorly fitted or top-dose-only effect, or another doubt; inactive = no such curve, though single readings can be large; an effect the other way counts as inactive or inconclusive. Unless noted, % is scaled to controls: 0 for no effect and ±100 for the full control effect; potency is read from the fitted curve at half-maximal effect. Not all compounds are listed, so the mix of outcomes need not match the whole.

SMILES	TRb SRC2 PPI	RECQ1 helicase	RGS12 GoLoco inh	TexasRed fluor	L3MBTL1 inh	GAA inhib	aGlu spleen mod	GAA glycogen mod
COCCNC(=O)CN(C(=O)CCC(=O)Nc1nccs1)c1ccccc1OC	0%	-3%	7%	-1%	4%	0%	6%	-1%
Cc1ccc(NC(=O)CSc2nnc3n2CCCCC3)cc1	-1%	-12%	7%	0%	-6%	-26%	0%	4%
CC(=O)Nc1ccc(S(=O)(=O)Nc2nc3ccccc3nc2-n2ccc(=NC(=O)c3ccc(F)cc3)cc2)cc1	0%	-7%	10%	-2%	24%	-26%	-8%	-8%
S=C(Nc1ccccc1Cl)N1CCOCC1	1%	9%	9%	-8%	11%	8%	3%	-7%
Cc1ccsc1/C=N/NC(=O)C1CC(=O)N(c2ccc(F)cc2)C1 (stereo unspecified)	3%	-1%	0%	-2%	5%	nt	5%	1%
Cc1cccc(C(=O)OCC(=O)NCC(C)C)c1O	-6%	-5%	-1%	-4%	8%	13%	1%	7%
CCN1CCN(C(CC(C)C)c2nnnn2CS(=O)(=O)c2ccc(C)cc2)CC1 (stereo unspecified)	3%[53 µM]	i	0%	1%[53 µM]	-4%	6%	-2%	9%
CCOc1cc(N2CCOCC2)c(OCC)cc1NC(=O)CN1C(=O)NC(C)(C2CC2)C1=O (stereo unspecified)	-4%	0%	5%	-1%	nt	-6%	5%	-2%
CN(C)c1ccc(CC2C(=O)Nc3ccccc32)cc1 (stereo unspecified)	-8%	-7%	0%	6%	?	nt	-1%	?
CCOC(=O)Nc1cccc(NC(=O)c2ccccc2F)c1	1%	i	8%	0%	-14%	0%	10%	-2%
O=C(NCC1CCCO1)c1ccc2c(=O)n(-c3ccc(F)cc3)c(=S)[nH]c2c1 (stereo unspecified)	4%	0%	2%	-5%	-17%	7%	nt	0%
COc1ccc(C2C(C(=O)O)CC(=O)N2C2CCCCC2)cc1 (stereo unspecified)	-13%	1%	5%	0%	2%	-1%	-26%	5%
O=C(CNc1c(Br)cc(Br)cc1Br)NN=C1CCCCC1	-7%	-1%	4%	0%	4%	1%	-5%	4%
CCN(CC)C(=O)Oc1nnc(SC(C)C)n1-c1ccc(Cl)cc1	2%	-14%	5%	-3%	nt	nt	2%	-7%
CCO[C@@H]1OC(C(=O)N2CCN(Cc3ccccc3)CC2)=C[C@H](c2ccccc2)[C@H]1CCCO	-1%	i	-1%	-1%	2%	nt	2%	-3%
CCCNS(=O)(=O)c1ccc(CCC(=O)NCCc2ccc(OC)c(OC)c2)cc1	-7%	i	-4%	0%	2%	-3%	5%	1%
O=S(=O)(CCC(F)=C(F)F)c1nnnn1C1CCCCC1	10%	-10%	4%	-1%	nt	nt	2%	nt
NC(=O)C1(NC(=O)[C@@H]2CC3(CC(c4cccc(NC(=O)[C@@H]5CCC(=O)N5)c4)=NO3)CN2C(=O)c2ccccc2)CC1 (stereo partly specified)	-10%	1%	1%	-1%	1%	2%	-3%	-6%
CCOC(=O)CC1Sc2ccccc2NC1=O (stereo unspecified)	-20%	i	5%	-2%	17%	1%	-6%	3%
CC(=O)c1ccc(NC(=O)c2noc3c2CCC3)cc1	-5%	?	1%	0%	nt	1%	4%	2%
O=C(COc1ccc([N+](=O)[O-])cc1)N/N=C/c1ccccn1	-1%	-2%	7%	-2%	1%	1%	3%	2%
COC(=O)c1ccc(CSc2nnc3c(Cl)cc(Cl)cn23)o1	4%	-5%	5%	-2%	0%	-13%	5%	-3%
[O-][n+]1onc2c3ccnnc3ccc21	2%	i	nt	0%	8%	-1%	-7%	9%
O=P(O)(O)CP(=O)(O)O	?	7%	-4%	11%	-10%	-3%	-18%	4%
CO/N=C\CC(=O)Nc1ccc(F)cc1	-17%	-7%	4%	-3%	1%	12%	-3%	0%
CC1(OC(=O)C2CCCC2)C(=O)C=C2C=C(c3ccsc3)N(CCc3c[nH]c4ccccc34)C=C2C1=O (stereo unspecified)	11%[11.2 µM]	-14%[11.5 µM]	45%[activator][14.2 µM]	-3%[11.2 µM]	nt	nt	10%[17.4 µM]	-4%
O=C(CN1CCOCC1)Nc1ccc(OCc2ccccc2)cc1	-10%	-3%	7%	-1%	2%	1%	0%	1%
CC(O)CCCCn1c(=O)c2c(ncn2C)n(C)c1=O (stereo unspecified)	0%	-4%	0%	-2%	nt	nt	-2%	nt
CCOC(=O)N1CCN(S(=O)(=O)c2ccc(C)c(C)c2)CC1	-9%	2%	10%	-2%	-3%	-4%	-11%	-4%
O=C(c1cc2ccccc2oc1=O)N1CCN(c2ncccn2)CC1	-13%	i	84%	-1%	nt	-3%	-5%	4%
CC(/C=C/C=C/c1ccccc1)=N\NC(=O)c1cccnc1	-4%	-8%	11%	-3%	nt	?	0%	-5%
COCCCn1c(-c2ccco2)nc2ccccc2c1=O	1%	-15%	1%	-5%	-2%	-9%	-14%	-2%
O=c1c2ccccc2nc(N/N=C/c2c(O)ccc3ccccc23)n1O	-1%	-25%	9%	-13%	?	-2%	-1%	4%
NNC(=O)CNC(=O)c1cccc(Br)c1	-5%	-2%	-9%	0%	0%	-1%	1%	-7%
CC(=O)Oc1c(/C=C(\C#N)C(N)=O)[nH]c2ccccc12	4%	-1%	-4%	-1%	-24%	-6%	2%	7%
Cc1ccc(S(=O)(=O)N2CCN(C(=O)CSc3nncs3)CC2)cc1	10%	0%	-5%	0%	-5%	nt	-2%	-1%
CCC(CC)c1nnc(NC(=O)CN2C(=O)C3C4C=CC(C4)C3C2=O)s1 (stereo unspecified)	3%	i	4%	4%	nt	4%	4%	12%
COCc1c(C)cc(C)c(/C=N/O)c1C	-12%	-2%	2%	-2%	4%	-12%	6%	11%
CCOC(=O)c1c(-c2ccc(OC)cc2)csc1NC(=O)CCN1C(=O)c2ccccc2C1=O	7%	-1%	13%	3%	-3%	-4%	-2%	2%
CN(Cc1nc(-c2cccnc2)no1)S(=O)(=O)c1ccc2ccccc2c1	0%	i	5%	-7%	-7%	-3%	-5%	8%
O=C(Nc1ccc(Br)cc1F)c1cccnc1	-3%	-5%	11%	0%	7%	?	-2%	-3%
O=C(CSc1ccc(-c2ccco2)nn1)c1ccccc1	-2%	-5%	0%	-5%	?	?	-8%	-14%
O=C(NCc1nc(-c2ccccc2)no1)Nc1ccc(F)cc1	2%	i	8%	-3%	5%	2%	3%	21%
O=C(Nc1nc(-c2cccs2)cs1)c1ccc(Cl)s1	6%	6%	2%	2%	-25%	12%	-1%	-6%
O=C(O)c1ccccc1Nc1ccc([N+](=O)[O-])cc1C(=O)O	5%	-1%	5%	-4%	nt	nt	-5%	3%

Of the compounds above, these contain bromine.
SMILES	TRb SRC2 PPI	RECQ1 helicase	RGS12 GoLoco inh	TexasRed fluor	L3MBTL1 inh	GAA inhib	aGlu spleen mod	GAA glycogen mod
O=C(CNc1c(Br)cc(Br)cc1Br)NN=C1CCCCC1	-7%	-1%	4%	0%	4%	1%	-5%	4%
NNC(=O)CNC(=O)c1cccc(Br)c1	-5%	-2%	-9%	0%	0%	-1%	1%	-7%
O=C(Nc1ccc(Br)cc1F)c1cccnc1	-3%	-5%	11%	0%	7%	?	-2%	-3%

Further records
SMILES	TRb SRC2 PPI	RECQ1 helicase	RGS12 GoLoco inh	TexasRed fluor	L3MBTL1 inh	GAA inhib	aGlu spleen mod	GAA glycogen mod
O=C(Nc1nnc(Cc2ccc(Cl)cc2)s1)c1ccncc1	5%	i	6%	-2%	?	nt	1%	7%
COc1cc2c(cc1OC)CN(c1nc(-c3cccnc3)nc3ccccc13)CC2	9%	-8%	8%	0%	nt	?	-5%	3%
CCCCCOc1ccc(C(=O)OCC(=O)Nc2cc(C)c(C)cc2[N+](=O)[O-])cc1	12%	-1%	-7%	0%	-12%	-10%	-1%	4%
O=C(NCc1ccc(F)cc1)c1cc2ccccn2n1	1%	1%	0%	-1%	-1%	-5%	-3%	9%
COC(=O)c1ccc(C(NC(=O)OCc2ccccc2)/C(=C/[C@@H](C)C(=O)NCc2ccccc2)c2cccnc2)cc1 (stereo partly specified)	-1%	-6%	3%	-6%	nt	nt	1%	nt
CC1=C(c2ccccc2)[N+](=O)C2(CCCC2)N1[O-]	-6%	-4%	1%	0%	4%	?	-7%	2%
COc1ccccc1C(=O)Nc1ccc2nc(SCC(=O)N(C)C)sc2c1	4%	-6%	0%	0%	3%	-2%	-3%	6%
O=C([O-])[C@@H]1[O][Sb+]([O][Sb+]2[O][C@H]([C@H](O)CO)[C@H](O)[C@H](C(=O)[O-])[O]2)[O][C@H]([C@H](O)CO)[C@@H]1O	-11%	-13%	nt	-4%	nt	nt	6%	nt
CCOc1ccc(NC(=O)CN2C(=O)NC(CCSC)C2=O)cc1 (stereo unspecified)	7%	i	5%	-1%	9%	2%	0%	-1%
CCOc1ccc(C(=O)N(Cc2ccc(N(C)C)cc2)C2CCS(=O)(=O)C2)cc1 (stereo unspecified)	-14%	0%	-1%	-3%	-15%	-26%	-3%	?
O=S(=O)(c1ccccc1)c1cnc(-c2cccnc2)nc1-c1ccccc1	-6%	i	9%	1%	1%	3%	-1%	-1%
